Source: PubChem BioAssay (several laboratories)
SDO1 yeast rescue – growth rescue of sdo1-depleted yeast, primary screen, S. cerevisiae, bone marrow failure model | AID 817, 2007 | 0.21% of 140,000 active | S. cerevisiae sdo1-depleted JHY4D growth rescue, OD600 30 h; stronger effect = higher value; pdr5 snq2 efflux-pump mutant strain | z-score at 10 µM;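 active means z-score above 3 at both the 24 hr and the 30 hr optical density reads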;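 further: z-score against mean and SD of all compound wells on the same plate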
INS promoter inh – inhibitors of insulin promoter-driven GFP, primary screen, imaging, TRM-6 cells (human fetal islet line), eGFP reporter, cell count; 0.9% of 130,000 active; inhibition, % at 2 µM; AID 1273, 2008; reporter expression induced with tamoxifen;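 active means inhibition above the mean plus 3 SD, with well images judged a real hit on visual review, cut at about 60% in these data, passing the limit was not always enough; inconclusive means inhibition over the cutoff but images rejected on review; inactive means inhibition not above the cutoff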
SDO1 yeast rescue Rescue 24 h – recorded beside SDO1 yeast rescue, whose call it bears; z-score; S. cerevisiae sdo1-depleted JHY4D growth rescue, OD600; measured here: growth rescue at 24 h;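 0 is the plate mean of compound wells and units are plate SD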
* hit, by the source's call; i = inactive; ? = inconclusive; · = not tested or not shown; [ ] = another dose, or the depositor's remark.

SMILES | SDO1 yeast rescue | SDO1 yeast rescue Rescue 24 h | INS promoter inh
Cc1ccc(Nc2nnc(SCC(=O)c3ccc(Br)s3)s2)c(C)c1 | -0.85 | -0.54 | 29
CCN(CC)C(=O)c1cncc(C(=O)N(CC)CC)c1-c1ccccc1 | -0.17 | -1.1 | ·
CCOC(=O)c1c(-c2ccccc2Cl)csc1NC(=O)c1cc(S(=O)(=O)N2CCOCC2)ccc1C | -0.63 | -0.2 | -36
CS/C(=N\N(C)C(N)=O)c1ccccc1 | 0.91 | 1.3 | 10
Cc1ccc(-c2cc(C(=O)O)c3sc(N4CCCCC4)nc3n2)cc1 | -0.01 | -1.2 | 6
Cc1ccc(S(=O)(=O)Cn2nnnc2C(c2ccccc2)N2CCN(c3ccccc3)CC2)cc1 (stereo not given) | -1.1 | -0.21 | -12
O=C(O)CC(NC(=O)C1c2ccccc2Oc2ccccc21)c1ccc(Cl)cc1 (stereo not given) | 0.93 | -0.01 | ·
Cc1nn(-c2nc(-c3ccco3)cc(C(F)(F)F)n2)c(C)c1Cl | 1.5 | 3 | -3
CCOC(=O)N1CCN(C(=O)CN(Cc2ccc(Cl)cc2)S(C)(=O)=O)CC1 | 0.13 | -0.89 | 49
O=C(Cn1c(-c2ccccc2)noc1=O)NCc1ccccc1 | 1.2 | 1.9 | ·

Quoted from the listing.
Cc1ccc(-c2cc(C(=O)O)c3sc(N4CCCCC4)nc3n2)cc1 in SDO1 yeast rescue shows -0.01
CCN(CC)C(=O)c1cncc(C(=O)N(CC)CC)c1-c1ccccc1 in SDO1 yeast rescue shows -0.17

Next section.
SMILES | SDO1 yeast rescue | SDO1 yeast rescue Rescue 24 h | INS promoter inh
O=C1c2cccnc2C(Nc2ccc(Cl)cc2)N1Cc1cccs1 (stereo not given) | · | · | -57
Cc1onc(-c2ccccc2Cl)c1C(=O)Nc1cccc2nsnc12 | -0.94 | -0.1 | ?
COc1ccc(N2CCn3c2nc2c3c(=O)n(CCCc3ccccc3)c(=O)n2C)c(OC)c1 | -1.5 | -1.3 | ·
COc1cccc(CNC(=O)Cc2c(C(=O)O)[nH]c3ccccc23)c1 | 0.86 | 0.9 | 7
CC(=O)Nc1cc(NC(=O)C2C3C=CC(C3)C2C(=O)O)ccc1Cl (stereo not given) | 0.61 | 0.6 | 31
CC1CCCN(CCCNC(=O)C2CC(=O)N(c3ccc(F)c(Cl)c3)C2)C1 (stereo not given) | 0.52 | 0.53 | 19
Cc1cc(C)n(-c2nc(C)nc(NCc3ccccc3)n2)n1 | 0.22 | 1.6 | 23
CC(C)c1nc2oc3c(NCc4cccnc4)ncnc3c2c2c1CCC2 | -0.23 | 0.59 | ·
C/C(=N/NC(=O)c1ccc(O)cc1)c1cccc([N+](=O)[O-])c1 | 0.58 | 0.28 | -79
CCN1CCN(C(=O)C2(NC(=O)Nc3cccc(F)c3)CCCCC2)CC1 | 0.94 | 1.2 | 31
CC(=O)OCC1OC(Nc2cccc(C)c2)C(OC(C)=O)C(OC(C)=O)C1OC(C)=O (stereo not given) | 1.3 | 1.1 | -24
Cc1ccc(C)c(-n2nnnc2SCC(=O)Nc2cccc(-c3nnc4n3CCCCC4)c2)c1 | -0.43 | -1.2 | ·
O=C(NC(=S)Nc1ccc2c(c1)OCCO2)c1cccc2ccccc12 | -1.3 | 0.05 | -50
CC(C)CCNC(=O)NC(=O)COC(=O)C1=COCCO1 | 0.11[11 µM] | 0.49 | 78*
COc1ccc(NC(C)c2ccccc2)cc1 (stereo not given) | · | · | 6
Cc1ccc2[nH]c(=O)c(CN(CCCN3CCOCC3)C(=O)NC3CCCCC3)cc2c1 | 0.32 | -0.08 | ·
Nc1c(C(=O)Nc2ccc(F)cc2)sc(=S)n1-c1ccccc1F | · | · | -67
Cc1cccc(CS(=O)(=O)Cc2ccc(C(=O)NCc3cccnc3)o2)c1 | 1.7 | 2.6 | ·
Cc1ccc(-c2cc(C(=O)NCc3ccc4c(c3)OCO4)[nH]n2)c(O)c1C | -1.7 | -0.5 | ·
CCN(c1ccccc1)S(=O)(=O)c1ccc(NCC2COc3ccccc3O2)nc1 (stereo not given) | -1.7 | -0.54 | ·
CC(=O)Nc1cc(C(F)(F)F)ccc1OCCOc1ccccc1 | · | · | 67
CC[n+]1ccc(C[n+]2ccccc2)c2ccccc21 | -0.08 | -0.48 | 4
CCOC(=O)N1CCC(NC(=O)c2cc3c(-c4ccc(OC)c(OC)c4)nn(C)c3s2)CC1 | 0.8 | 1.2 | -16
CC1CC(=O)C=C(O)C1C(=O)OC(C)(C)C (stereo not given) | 1.1 | 0.56 | -38
O=[N+]([O-])c1cc(S(=O)(=O)N2CCCCCC2)ccc1F | -0.84 | -0.55 | ·
Fc1ccc(-c2ccnc3nc(N4CCOCC4)nn23)cc1 | 0.09 | -0.42 | -73
COC(=O)C1=C(C)N=C2SC(C#N)=C(N)N2C1c1cccc(OC)c1 (stereo not given) | 1 | 0.57 | 100*
Cc1ccc(C(C[N+](=O)[O-])c2c(C)cc3ccccn23)cc1 (stereo not given) | -0.64 | 0.19 | -38
CCn1ncc(C2=NOC(C(=O)NCc3ccc(Cl)cc3)C2)c1C (stereo not given) | 0.34 | 0.96 | ·
CC1CC(C)(C)NC(=S)N1CCCC(=O)N1CCN(c2ccc(F)cc2)CC1 (stereo not given) | 0.29 | 0.13 | 3
CC(C)OCCCNS(=O)(=O)c1ccc2c(c1)OCCO2 | -0.77 | -1.1 | 7
Cc1cccc(N(C)C(=O)c2coc(=O)c3ccccc23)c1 | 1.6 | 1.5 | 52
CCOC(=O)c1cnc2cc(C)ccn2c1=O | 0.48 | -0.22 | -7
O=C(NC1CCCC1)c1c[nH]c2ccc(F)cc2c1=O | 1.9 | 1.8 | 3
Cc1ccc(C)c(S(=O)(=O)NCc2ccc(C(=O)NCc3ccco3)cc2)c1 | 0.14 | 0.27 | -310
C=CCN1C(=NC(=O)CCC)SC2CS(=O)(=O)CC21 (stereo not given) | 1.7 | 1.3 | -40
O=C(c1cnc2n(c1=O)CCS2)N1CCCc2ccccc21 | 1.4 | 1 | 33
Cc1nn(Cc2ccccc2Cl)c(C)c1NC(=O)/C=C/c1cnn(C)c1 | 0.16 | -0.01 | 20
CCCCOC(=O)C1=C(C)NC(=O)NC1c1ccc([N+](=O)[O-])s1 (stereo not given) | 1.2 | -0.23 | 13
Cn1c(=O)c(C(=O)CN2CCc3ccccc32)c(N)n(Cc2ccccc2)c1=O | -0.19 | -0.38 | ·
COc1cccc(CN2CCN(Cc3cccn3-c3cccnc3)CC2CCO)c1 (stereo not given) | · | · | -4
CCOC(=O)NCC(C#CCN(CC)CC)N(CC)CC (stereo not given) | -0.06 | -0.61 | -23
Cc1ccccc1N(CC(=O)Nc1ccc(F)cc1)S(C)(=O)=O | -0.08 | -0.78 | -9
CCOc1cccc(OCCOCCNC(C)(C)C)c1 | -0.07 | -0.52 | -24
COCCNC(=O)c1onc(CSc2ccccc2)c1C(=O)O | 1.1 | 1 | -8
CC(C)(C)c1nn(-c2ccccc2)c2[nH]c(=O)c(CNCc3ccco3)cc12 | 0.22 | -0.06 | -27
COc1ccc(NS(=O)(=O)c2cc(NC(=O)c3ccc(F)cc3)ccc2OC)cc1 | -0.88 | -0.37 | 20
O=C(COc1ccc(F)cc1)NNC(=O)c1cc2ccccc2oc1=O | 0.32 | -0.89 | 11
Cc1cccc(NC(=O)c2cc(Cl)ccc2[N+](=O)[O-])c1 | 0.29 | -0.31 | -33
C=CCn1c(SCc2ccc3nonc3c2)nnc1-c1cccs1 | 0.47 | 0.74 | i
Next part.
SMILES | SDO1 yeast rescue | SDO1 yeast rescue Rescue 24 h | INS promoter inh
COc1ccc(OC)c(NS(=O)(=O)c2ccc(NC(C)=O)cc2)c1 | 0.06 | 0.17 | -15
CCC(=O)Nc1cccc(NC(=S)NC(=O)c2ccccc2Cl)c1 | -0.33 | -0.35 | 47
COC(=O)CCCC(=O)NC(C)c1cnn(-c2ccccc2C)c1C (stereo not given) | · | · | 0
COC(=O)CSc1nc2c(c(C3CC=CCC3)c1C#N)CCC2 (stereo not given) | -0.07 | 0.37 | 28
COc1cc(C2C(C#N)=C(C)NC(C)=C2C#N)cc(OC)c1OC | 0.95 | 0.33 | 33
Cc1c(N2C(=O)/C(=C\c3ccc(N(C)C)cc3)N(C)C2=S)c(=O)n(-c2ccccc2)n1C | 0.81 | 1.4 | -139
COc1ccc(CCn2nnnc2C(CC(C)C)N2CCN(c3ncccn3)CC2)cc1OC (stereo not given) | -1.1 | -0.6 | 7
O=C(/C=C/c1cccc([N+](=O)[O-])c1)Nc1cc(C(=O)O)cc(C(=O)O)c1 | · | · | -17
O=C(O)COc1ccc(S(=O)(=O)NCCc2ccccc2)cc1 | 0 | -0.64 | ·
O=c1[nH]c2ccc(S(=O)(=O)N3CCCCC3)cc2[nH]c1=O | 0.49 | 1.1 | 39

An excerpt of the results above, as a working copy:
SMILES | SDO1 yeast rescue | SDO1 yeast rescue Rescue 24 h | INS promoter inh
CCOc1cccc(OCCOCCNC(C)(C)C)c1 | -0.07 | -0.52 | -24
COCCNC(=O)c1onc(CSc2ccccc2)c1C(=O)O | 1.1 | 1 | -8
CC(C)(C)c1nn(-c2ccccc2)c2[nH]c(=O)c(CNCc3ccco3)cc12 | 0.22 | -0.06 | -27
COc1ccc(NS(=O)(=O)c2cc(NC(=O)c3ccc(F)cc3)ccc2OC)cc1 | -0.88 | -0.37 | 20
O=C(COc1ccc(F)cc1)NNC(=O)c1cc2ccccc2oc1=O | 0.32 | -0.89 | 11
Cc1cccc(NC(=O)c2cc(Cl)ccc2[N+](=O)[O-])c1 | 0.29 | -0.31 | -33
C=CCn1c(SCc2ccc3nonc3c2)nnc1-c1cccs1 | 0.47 | 0.74 | i
COc1ccc(OC)c(NS(=O)(=O)c2ccc(NC(C)=O)cc2)c1 | 0.06 | 0.17 | -15
CCC(=O)Nc1cccc(NC(=S)NC(=O)c2ccccc2Cl)c1 | -0.33 | -0.35 | 47
COC(=O)CCCC(=O)NC(C)c1cnn(-c2ccccc2C)c1C (stereo not given) | · | · | 0
COC(=O)CSc1nc2c(c(C3CC=CCC3)c1C#N)CCC2 (stereo not given) | -0.07 | 0.37 | 28
COc1cc(C2C(C#N)=C(C)NC(C)=C2C#N)cc(OC)c1OC | 0.95 | 0.33 | 33
Cc1c(N2C(=O)/C(=C\c3ccc(N(C)C)cc3)N(C)C2=S)c(=O)n(-c2ccccc2)n1C | 0.81 | 1.4 | -139
COc1ccc(CCn2nnnc2C(CC(C)C)N2CCN(c3ncccn3)CC2)cc1OC (stereo not given) | -1.1 | -0.6 | 7
O=C(/C=C/c1cccc([N+](=O)[O-])c1)Nc1cc(C(=O)O)cc(C(=O)O)c1 | · | · | -17
O=C(O)COc1ccc(S(=O)(=O)NCCc2ccccc2)cc1 | 0 | -0.64 | ·
O=c1[nH]c2ccc(S(=O)(=O)N3CCCCC3)cc2[nH]c1=O | 0.49 | 1.1 | 39

New compounds follow
SMILES | SDO1 yeast rescue | SDO1 yeast rescue Rescue 24 h | INS promoter inh
CC1(C)CC(=O)C(C(c2ccncc2)C2C(=O)CC(C)(C)CC2=O)C(=O)C1 | · | · | 69
COc1ccc(OC)c2c1sc(=NC(=O)C(C)C)n2C | -1.6 | -1.1 | ·
Cc1ccccc1-c1noc(C23CC4CC(CC(C4)C2)C3)n1 | -1.3 | -1.5 | -77
O=C(CCSCc1ccccc1Cl)N1CCN(c2ccccn2)CC1 | -0.51 | -0.14 | 46
CC(Nc1cc(=O)n(C)c(=O)n1C)c1ccccc1 (stereo not given) | 1.3 | 1.7 | 0
CCC(=O)N1CCN(c2ccccc2NC(=O)Cc2ccccc2)CC1 | 0.54 | 0.74 | -45
Cc1ccc(OCC(=O)NNC(=O)c2ccoc2C)c(Br)c1 | -0.87 | -0.88 | -27
O=C1C=C(OCc2ccccc2)CN1 | 0.79 | 0.66 | 23
CC(C)CCOc1ccc(Cl)cc1CN1CCOCC1 | -1.8 | -0.52 | -29
O=C(Nc1sc2c(c1C(=O)O)CCCC2)c1cccs1 | 0.26 | -0.22 | ·
CN(C)P(=NC(=O)COc1ccc(Cl)cc1Cl)(N(C)C)N(C)C | -0.48 | -0.77 | ·
CC12CN3CC(C)(CN(C1)C3c1cc(Br)ccc1O)C2=O (stereo not given) | -0.92 | -1.6 | -44
O=C(NC(=S)Nc1ccc(N2CCOCC2)cc1)c1ccc2c(c1)OCCO2 | -0.75 | -0.37 | 39
Cc1ncn(C23CC4CC(CC(O)(C4)C2)C3)n1 | -0.17 | -0.53 | 14
C/C(=N\NS(=O)(=O)c1ccc(Cl)cc1)c1ccc(NC(=O)c2ccco2)cc1 | 0.21 | 1.1 | -14
O=C(/C=C/c1ccccc1)NCCOc1ccccc1 | 0.17 | -0.17 | -32
O=C(NC1CCCC1)c1ccc(COCC(F)(F)F)o1 | 0.3 | -0.02 | -34
O=C(CN1C(=O)COc2ccccc21)NCCCN1CCN(Cc2ccccc2)CC1 | 0.64 | 0.42 | -5
COc1ccc(-c2nc3ccccc3c(=O)n2CCOc2ccc(C)cc2C)cc1 | 1.4 | 1.5 | ·
O=C(C1CCC(CNS(=O)(=O)c2cccs2)CC1)N1CCCCC1 (stereo not given) | -0.7 | -1.1 | 10
CC(NC(=O)CCN1C(=O)c2ccccc2C1=O)c1ccc2c(c1)CCCC2 (stereo not given) | -0.11 | -0.12 | 45
O=c1c(Cl)c(N2CCN(c3ccc(F)cc3)CC2)cnn1C12CC3CC(CC(C3)C1)C2 | -0.53 | 0.79 | 31
CNC(=O)c1ccc(N(Cc2ccccc2C)S(C)(=O)=O)cc1 | 0.59 | 0.43 | 14
CS(=O)(=O)Nc1ccc(C(=O)NCCc2ccccc2)cc1 | 0.15 | 0.11 | 10
COc1ccccc1OCC(=O)NNC(=O)c1ccoc1C | 5.1* | 5.3* | -8
Nc1cc2sc(-c3ccc(C(=O)O)cc3)nc2cc1Cl | 0.2 | -0.3 | -33
